aGlu spleen mod – lysosomal alpha-glucosidase (human) modulation; human spleen homogenate, 4-MU-alpha-glucoside fluorescence; Potency, µM (series often up to 79.9 µM), inactives show at the highest dose activity change, negative = inhibition, most hits filed as inhibitors; 240,000 compounds, 0.006% hits;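 further: 0% = enzyme with vehicle and -100% = no enzyme basal signal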
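Human spleen homogenate (1 ug) with 4-methylumbelliferyl-alpha-D-glucopyranoside (1 mM final) in 50 mM citrate/phosphate pH 5.0, 0.01% Tween-20; 40 min at 37 C. Stopped at pH 10; 4-MU fluorescence Ex 365/Em 440 nm; AC50 by Hill fit.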
GAA glycogen mod – alters human alpha-glucosidase cleavage of glycogen | P10253 | recombinant GAA, glycogen substrate, Amplex Red glucose oxidase fluorescence | Potency, µM (series often up to 76.4 µM), for inactives: at the top dose activity change, negative = inhibition, actives largely listed as inhibitors | 300,000 compounds, 0.38% hits | AID 2100;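 further: 0% = full enzyme reaction and -100% = no-enzyme basal signal; the screen sought inhibitors and activators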
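Recombinant human alpha-glucosidase (4 nM final) hydrolysed bovine liver glycogen (30 ug) for 40 min at 37 C in pH 5.0 citrate/phosphate with 0.01% Tween-20. Released glucose detected by glucose oxidase/Amplex Red, Ex 573/Em 610 nm. Compounds up to 77 uM; AC50 from Hill fits.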
IMPase Li cell – IMPase inhibition in cells with lithium potentiation; Potency, µM (series often up to 59.4 µM), without a hit: top-dose activity, negative = IMPase inhibition, actives largely listed as inhibitors; CHO-M1 cells, IP1 TR-FRET (IP-One), carbachol + lithium; 210,000 compounds, 0.35% hits;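 further: IP1 builds up when IMPase is blocked and the TR-FRET signal falls; plate controls were basal vehicle for no effect and high inhibitor control for full effect; nearly all actives have a fitted effect of over 50% in size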
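CHO cells stably expressing M1 receptor (2000/well) were cultured 16–30 h, then exposed to compounds with a small lithium addition for 30 min at 37C. IP1 was measured by TR-FRET competition; AC50 from Hill fits.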
GAA inhib – blocks human lysosomal alpha-glucosidase; P10253; purified human GAA, 4-MU-alpha-glucoside fluorescence; Potency, µM (top dose mostly 76.9 µM), without a hit: top-dose activity change, negative = inhibition, actives largely listed as inhibitors; 200,000 compounds, 0.005% hits; AID 1466;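 further: plate controls were uninhibited enzyme wells for no effect and no-enzyme background for full effect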
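Read-out is 4-methylumbelliferone fluorescence (Ex 365/Em 440 nm) after NaOH/glycine stop at pH 10. Enzyme 4 nM, substrate 400 uM, pH 5.0 citrate buffer, 20 min room temperature; AC50 from Hill-equation concentration-response.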
RGS12 GoLoco inh – inhibitors of human Gai1-RGS12 GoLoco interaction (red fluorophore) | P63096 | Gai1:RGS12 GoLoco peptide FP, rhodamine, 10 min | Potency, µM (doses to about 61.6 µM), for inactives: top-dose activity, negative = inhibition, most hits filed as inhibitors | 230,000 compounds, 0.44% hits | AID 880; active means well fitted inhibition curve with a large enough effect, not every such curve was filed as active; inactive means no such curve, though single readings can be large or run the other way; further: on the % scale 0 is the no-effect control and ±100 the full control effect; nearly all actives have a fitted effect of over 30% in size; many of its hits are not listed in these tables
Target sequence (P63096 whole entry, looked up): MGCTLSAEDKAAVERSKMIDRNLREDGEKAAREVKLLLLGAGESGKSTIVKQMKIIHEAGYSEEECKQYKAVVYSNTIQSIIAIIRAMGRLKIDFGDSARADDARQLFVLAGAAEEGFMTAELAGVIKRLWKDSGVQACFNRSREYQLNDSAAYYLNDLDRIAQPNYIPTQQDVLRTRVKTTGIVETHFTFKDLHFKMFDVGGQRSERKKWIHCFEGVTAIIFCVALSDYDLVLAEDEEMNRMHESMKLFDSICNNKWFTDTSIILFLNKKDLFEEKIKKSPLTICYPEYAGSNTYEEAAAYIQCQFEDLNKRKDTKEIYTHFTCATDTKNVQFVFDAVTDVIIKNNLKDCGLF
HTT cytoprotect – cytoprotection in Huntington HTT-Q103 PC12 cell model. PC12 HTT-Q103 induced, cytoprotection, ATP luminescence, 40 h. Potency, µM (top dose mostly 56.4 µM), for inactives: cytoprotection (ATP increase), most hits filed as activators. 230,000 compounds, 0.14% hits;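 further: % of control where 0% means no effect; nearly all actives have a fitted effect of over 45% in size; toxic huntingtin expression switched on by the ecdysone agonist tebufenozide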
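PC12 cells stably carrying ecdysone-inducible Htt exon 1 (Q103)–GFP were induced with 100 nM tebufenozide (final) alongside library compounds in a dose series. Cytoprotection was scored as retained ATP by ATPlite luminescence.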
HttQ103 aggreg – inhibitors of mutant huntingtin aggregate formation in PC12 cells; PC12 HttQ103-GFP aggregates, Acumen cytometry, 40 h; Potency, µM (titrated, usually from 46.1 µM), without a hit: at the top dose activity change, negative = inhibition, actives largely listed as inhibitors; 220,000 compounds, 1.1% hits; AID 1688; further: on the % scale 0 is the no-effect control and ±100 the full control effect; nearly all actives have a fitted effect of over 60% in size
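Using laser scanning cytometry, GFP-positive aggregates were counted after lysis of PC12 cells induced with 100 nM tebufenozide to express HTT exon 1 Q103–GFP. Compounds were tested in titration.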
An asterisk follows results filed as active; ? = inconclusive; . = no result given; [ ] = another dose, or the depositor's remark. Unless noted, the call rests on the fitted dose curve; in most records, active means well fitted curve in the direction sought with a large enough effect; inconclusive means small, poorly fitted or top-dose-only effect, or another doubt; inactive means no such curve, though single readings can be large; an effect the other way counts as inactive or inconclusive. Potency means the concentration at half of the fitted maximal effect. Not all compounds are listed. The share of hits here may be higher or lower than overall.

No.	Compound	aGlu spleen mod	GAA glycogen mod	IMPase Li cell	GAA inhib	RGS12 GoLoco inh	HTT cytoprotect	HttQ103 aggreg
1	Cc1oc(-c2ccccc2F)nc1CN1CCC(C(=O)NCc2ccco2)CC1	4.7%	14.1%	4.4%[38.3 µM]	-6.2%	23.0%	-8.3%	-5.6%
2	CCOC(=O)C(CCCCCOc1ccc([N+](=O)[O-])cc1)C(=O)OCC	-5.6%	-2.5%	4.7%[38.3 µM]	0.6%	-5.3%	-0.8%	5.6%
3	CCP(=O)(c1cccc([N+](=O)[O-])c1)c1cccc([N+](=O)[O-])c1	7.4%	7.2%	.	.	-2.2%	-1.9%[10 µM]	12.0%[9.22 µM]
4	COc1cc(C(=O)NCC(C)C)c([N+](=O)[O-])cc1OC	-10.3%	-1.1%	-7.1%	0.0%	2.1%	-0.5%[10 µM]	8.6%
5	COc1ccccc1CNc1ncnc2ccc(-c3ccccc3OC)cc12	-4.8%	.	34.7%[activator]	.	-1.0%	-224.4%[inhibitor]	.
6	Cc1ccc(-c2nnc3sc(CCc4ccccc4)nn23)cc1	1.0%	-7.9%	43.2%[activator][38.3 µM]	-0.1%	-29.8%	8.2%	-9.0%
7	CN(C)/C(=N\OC(=O)c1ccccc1)c1nonc1N	-13.2%	-2.2%	8.8%	-4.8%	2.0%	15.1%[10 µM]	7.9%
8	Cc1cc2nc(-c3ccc(SCc4ccccc4C#N)nc3)[nH]c2cc1C	-8.3%	7.1%	11.2%	6.9%	25.1%	1.6%[10 µM]	4.4%
9	CSC(=NC#N)N1CCN(c2ccccn2)CC1	-1.6%	5.9%	1.2%	-23.2%	3.3%	?	22.0%[9.22 µM]
10	N#Cc1ccccc1NC(=O)Nc1cccs1	-19.5%	-5.5%	-12.4%[38.3 µM]	3.9%	2.2%	1.2%	-9.9%
11	CN(C[C@H](c1ccccc1)N(C[C@H](Cc1ccccc1)N(CCc1ccccc1)N=O)N=O)N=O	3.9%	5.9%	9.8%	.	4.9%	-6.0%[10 µM]	-2.4%[9.22 µM]
12	C/C(CC(=O)Nc1ccccc1F)=N\NC(=O)Cc1ccc(Cl)cc1	-7.3%	0.3%	8.2%	3.2%	-3.6%	-27.9%	9.4%
13	COC(=O)c1c(NC(=O)CSc2nnc3ccccn23)sc2c1CCC2	-3.7%	11.2%	7.3%	-1.5%	13.8%	36.1%[10 µM]	-16.4%
14	NC(=O)COc1ccc(C2c3c(oc4ccccc4c3=O)C(=O)N2CC2CCCO2)cc1 (configuration not stated)	-2.3%	4.4%	-8.2%[38.3 µM]	6.8%	0.8%	12.1%[0.074 µM]	18.0%
15	Cn1ccc(-c2ccccc2)c(C#N)c1=O	.	-0.3%	9.3%	-9.1%	3.2%	-29.1%	-9.3%
16	O=C(NC1CC1)C1=C[C@@H](c2coc3ccccc3c2=O)C[C@@H](OCc2ccc(CO)cc2)O1	-1.2%	-6.6%	-13.7%	.	-3.4%	7.4%[10 µM]	0.0%[9.22 µM]
17	CC(C)c1nnc(NC(=O)CCCCCN2C(=O)C3C4C=CC(C4)C3C2=O)s1 (configuration not stated)	-15.0%	-11.7%	-3.3%[38.3 µM]	-14.5%	4.3%	-26.5%	6.9%
18	c1ccc(-c2cccc(N3CC4(CCNCC4)C3)c2)cc1	-6.0%	.	-4.3%	.	-4.1%	-53.2%[inhibitor]	.
19	O=C(O)/C=C\C(=O)Nc1ncn[nH]1	.	.	-3.4%	.	3.1%[14.2 µM]	-2.0%[10 µM]	.
20	CC(C)CC(=O)NC(=S)Nc1ccc(S(=O)(=O)N2CCCC2)cc1	-7.2%	10.4%	22.9%	9.6%	14.0%	-16.2%	16.5%
21	Cc1ccc2[nH]c(=O)c(C(c3nnnn3CCc3ccccc3)N3CCOCC3)cc2c1 (configuration not stated)	-0.5%	-6.4%	14.6%[38.3 µM]	3.2%	11.5%	-25.1%[10 µM]	-4.0%
22	O=C(NCC1CCCO1)C1CCN(S(=O)(=O)c2cccc3cccnc23)CC1 (configuration not stated)	-4.9%	-12.7%	29.0%[38.3 µM]	-2.1%	1.5%	1.6%[10 µM]	-8.4%
23	CN(Cc1ccccc1)S(=O)(=O)c1cccc2cccnc12	0.5%	6.4%	6.6%[38.3 µM]	-8.0%	-4.8%	7.6%	0.7%[9.22 µM]
24	O=C(NCC(c1ccc(F)cc1)N1CCOCC1)c1ccc(Br)o1 (configuration not stated)	1.0%	-18.4%	.	0.2%	.	-17.9%[10 µM]	17.5%
25	CCOC(=O)c1sc(NC(=O)/C=C/c2cnn(C)c2C)c(C(=O)OCC)c1C	4.8%	2.8%	-0.7%[38.3 µM]	-6.6%	-8.9%	1.5%	0.1%
26	O=C1CCC(=O)N1CCCCCc1nc(-c2ccccc2)no1	0.9%	2.8%	-5.1%[38.3 µM]	3.8%	8.1%	10.0%[10 µM]	-4.1%
27	CCOC(=O)C/C(N)=N/NC(=O)c1ccc(Cl)cc1Cl	-1.0%	-2.0%	-5.6%	-0.1%	-0.3%	-12.7%	6.1%
28	O=C(CSc1nc(NS(=O)(=O)c2ccccc2)cc(=O)[nH]1)Nc1ccc(F)cc1	-9.5%	6.3%	-9.1%[38.3 µM]	-4.4%	-13.0%	-12.7%[10 µM]	-7.0%
29	Cc1ccc(N/N=C(/Sc2nnnn2-c2ccccc2)C(=O)c2ccccc2)cc1	9.0%	7.5%	5.8%	3.9%	2.6%	.	10.5%
30	Cc1nc(NC(=O)/C=C/c2ccc(F)cc2)sc1C(=O)N(C)C	2.4%	-4.4%	0.8%	-3.7%	7.9%	12.9%[0.074 µM]	-5.9%

Reprinted from the part before: 2 compounds; new compounds follow.
#	SMILES	aGlu spleen mod	GAA glycogen mod	IMPase Li cell	GAA inhib	RGS12 GoLoco inh	HTT cytoprotect	HttQ103 aggreg
29	Cc1ccc(N/N=C(/Sc2nnnn2-c2ccccc2)C(=O)c2ccccc2)cc1	9.0%	7.5%	5.8%	3.9%	2.6%	.	10.5%
30	Cc1nc(NC(=O)/C=C/c2ccc(F)cc2)sc1C(=O)N(C)C	2.4%	-4.4%	0.8%	-3.7%	7.9%	12.9%[0.074 µM]	-5.9%
31	CCC(C(=O)OCC(=O)Nc1ccc(C(=O)Nc2ccc(OC)cc2)cc1)c1ccccc1 (configuration not stated)	1.4%	4.0%	10.7%	-5.4%	-20.6%	-8.4%[10 µM]	-0.5%
32	CCC(C)Sc1nc2c(c(=O)[nH]c(=O)n2C)n1CCc1ccccc1 (configuration not stated)	1.7%	0.2%	0.8%	-6.1%	-9.3%	-7.1%[10 µM]	-4.7%
33	CC1CCCN(c2nc3ccsc3c(=O)s2)C1 (configuration not stated)	-10.4%	1.0%	21.5%[38.3 µM]	3.5%	7.4%	1.3%[10 µM]	-32.1%
34	Cc1ccc(NC(=S)/C(=C(\[O-])c2ccc(Cl)s2)[n+]2cccc(CO)c2)cc1C	-2.1%	-8.8%	1.7%	-12.9%	22.1%	.	-24.9%
35	COc1ccc(-n2c(SCc3ccc([N+](=O)[O-])cc3)nnc2-c2ccc(C)cc2)cc1	2.1%	8.4%	0.7%	5.9%	-8.6%	-19.3%[10 µM]	-2.0%
36	Cc1cc2cc(CNC(=O)COc3ccccc3)ccc2n1C	6.7%	-0.7%	.	.	-0.9%	19.3%[10 µM]	5.5%[9.22 µM]
37	CCO/C=C1\C(=O)N(CC)c2ccccc21	3.1%	0.2%	12.1%	2.7%	11.1%	-7.6%[10 µM]	-28.8%
38	CCOC(=O)/C(=N\Nc1ccc(OC)cc1)c1csc(Nc2ccccc2)n1	-5.8%	25.1µM*	53.0%[activator][38.3 µM]	-2.9%	5.6%	-19.7%	-0.4%
39	Cc1ccc(P(C)(=O)c2ccc(C)cc2)cc1	0.8%	3.7%	-9.7%[38.3 µM]	0.1%	11.8%	0.7%	-2.4%[9.22 µM]
40	C[C@H](Nc1ccc(C(F)(F)F)cc1[N+](=O)[O-])C(=O)O	-2.6%	-3.9%	.	.	0.3%	-10.0%[10 µM]	-5.4%[9.22 µM]
41	CC(=O)N1CCN(c2nc(-c3cccs3)nc3ccccc23)CC1	-0.9%	-13.2%	-6.6%	-4.3%	1.5%	-26.8%	-28.4%
42	CCOC(=O)c1c(C)oc2cc(Br)c(OC(=O)N3CCOCC3)cc12	2.9%	0.9%	28.9%[38.3 µM]	-4.1%	-2.7%	-9.1%	-24.0%
43	FC(F)(F)c1cc(C(F)(F)F)c2ccc(N/N=C/c3cccc(Cl)c3)nc2n1	-5.1%	13.7%	2.7%[38.3 µM]	0.6%	-8.5%	13.3%	3.9%
44	Cc1ccc(NC(=S)N2CCC(c3ccc(C)cc3)C2)cc1 (configuration not stated)	-21.2%	0.1%	4.6%	?	-7.5%	-20.3%	.
45	COc1ccc(N2CCN(c3c(S(=O)(=O)c4ccccc4)cnc4ccc(OC)cc34)CC2)cc1	-6.1%	-1.7%	.	-0.2%	.	-17.0%[10 µM]	?
46	CC1=CC2=NC(=O)/C(=C\c3cccn3CCOc3cccc(C)c3)C(=N)N2O1	-10.1%	-11.5%	4.3%	-8.7%	12.6%	5.4%[10 µM]	-8.3%
47	Cc1cc(=O)[nH]c(N/N=C/c2ccc(OC(=O)c3cccnc3)cc2)n1	3.9%	17.9%	2.8%	-3.8%	0.9%	.	-1.8%
48	O=C(Nc1ccccc1)N1CCCN(c2c(Cl)cncc2Cl)CC1	-1.8%	-4.9%	.	-5.5%	10.1%	22.6%[10 µM]	-19.0%[9.22 µM]

Some entries already given, limited to HttQ103 aggreg, GAA glycogen mod and GAA inhib:
item	canonical_smiles	HttQ103 aggreg	GAA glycogen mod	GAA inhib
44	Cc1ccc(NC(=S)N2CCC(c3ccc(C)cc3)C2)cc1 (configuration not stated)	.	0.1%	?
45	COc1ccc(N2CCN(c3c(S(=O)(=O)c4ccccc4)cnc4ccc(OC)cc34)CC2)cc1	?	-1.7%	-0.2%
